Screening data from PubChem BioAssay.
D1 potentiator – enhances dopamine response at the human D1 receptor; potentiation, % at 10 µM; actives 0.036% (n = 360,000); P21728; HEK293 TREx D1 cells, calcium flux, dopamine EC20 potentiation; in the data active = potentiation above about 30%; also: 0% is about no effect
TRHR enhancer – TRH receptor (human) allosteric enhancement. P34981. actives 0.66% (n = 360,000). AID 493056. TRHR cells, fluo-8 calcium fluorescence, EC20 TRH enhancement. enhancement, % at 2 µM; in the data active = enhancement above about 30%; also: 0% is about no effect
Target sequence (P34981 whole entry, looked up): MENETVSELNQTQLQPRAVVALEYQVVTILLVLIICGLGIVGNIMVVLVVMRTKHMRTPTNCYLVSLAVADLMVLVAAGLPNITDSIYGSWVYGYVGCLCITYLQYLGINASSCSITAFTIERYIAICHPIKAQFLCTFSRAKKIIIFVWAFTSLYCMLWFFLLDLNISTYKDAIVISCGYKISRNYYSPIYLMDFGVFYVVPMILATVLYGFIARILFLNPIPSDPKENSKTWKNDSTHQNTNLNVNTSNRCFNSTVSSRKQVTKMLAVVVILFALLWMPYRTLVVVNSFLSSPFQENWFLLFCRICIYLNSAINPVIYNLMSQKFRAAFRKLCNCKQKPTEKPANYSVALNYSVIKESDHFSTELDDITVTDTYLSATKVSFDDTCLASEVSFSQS
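TRHR-expressing cells loaded with fluo-8 calcium dye were read kinetically (ex 480/em 530) during compound addition, then stimulated with an EC20 of TRH (10 nM final). Enhancement of the Gq-mediated intracellular calcium response was scored.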
TRHR agonist – agonists of human TRH receptor | actives 0.18% (n = 360,000) | activation, % at 2 µM | TRHR cells, calcium flux fluo-8, FDSS agonist mode | AID 493084 | P34981; also: 0% is about no effect
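TRHR-expressing cells, plated overnight in medium with 10% serum, were loaded with fluo-8 calcium dye at room temperature. After a 10 s baseline, library compound was pin-added and calcium release was recorded kinetically (ex 480/em 530) as agonist response.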
D2 antag – antagonizes the human D2 dopamine receptor | HEK293 TREx D2 cells, calcium flux, dopamine EC80 | inhibition, % at 10 µM | actives 2% (n = 340,000) | AID 485344; in the data active = inhibition above about 30%; also: 0% is about no effect
Target sequence (P14416 whole entry, looked up): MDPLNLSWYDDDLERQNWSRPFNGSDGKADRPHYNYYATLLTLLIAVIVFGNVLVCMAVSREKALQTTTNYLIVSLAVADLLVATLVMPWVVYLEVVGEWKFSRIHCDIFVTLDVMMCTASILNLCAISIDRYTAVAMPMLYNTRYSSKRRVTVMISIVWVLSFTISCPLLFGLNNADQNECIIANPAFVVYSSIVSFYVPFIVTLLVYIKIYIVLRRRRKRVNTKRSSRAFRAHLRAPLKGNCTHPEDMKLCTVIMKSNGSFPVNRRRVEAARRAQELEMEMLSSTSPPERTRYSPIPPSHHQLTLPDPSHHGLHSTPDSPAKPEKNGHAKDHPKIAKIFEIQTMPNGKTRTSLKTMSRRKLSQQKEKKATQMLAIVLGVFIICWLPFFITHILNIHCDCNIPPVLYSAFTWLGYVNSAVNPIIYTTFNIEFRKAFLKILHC
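Calcium mobilization kinetics were recorded at 1 s intervals in tetracycline-induced HEK293 T-REx D2 cells, first for 180 s after compound addition and then 180 s after EC80 dopamine.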
D1 antagonist – human D1 dopamine receptor antagonism; P21728; HEK293 TREx D1 cells, calcium flux, dopamine EC80; stronger effect = lower value; activity change, negative = inhibition, % at 10 µM; actives 3.2% (n = 360,000); in the data active = activity change below about -30%; also: % is scaled to controls: 0 for no effect and ±100 for the full control effect
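Calcium flux readout: force-coupled, inducible Hek293 Trex D1 line, cells induced overnight at 30 C with tetracycline, dye-loaded 30–90 min at RT. Antagonism scored against EC80 dopamine challenge given 180 s after compound.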
D2 potentiator – positive allosteric modulators of human D2 dopamine receptor | actives 0.34% (n = 340,000) | P14416 | HEK293 T-REx D2, calcium flux, EC20 dopamine potentiation | potentiation, % at 10 µM;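 active = potentiation over 3 SD above the plate norm, cut at about 30% in these data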; also: 0% is about no effect
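Primary screen. Calcium kinetics in induced HEK293 T-REx D2 cells: compound pre-addition 180 s, EC20 dopamine, 180 s more.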
D1 agonist – activates the human D1 dopamine receptor. P21728. HEK293 T-REx D1 cells, calcium flux, agonist mode. activation, % at 2 µM. actives 1% (n = 360,000); also: 0% is about no effect
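Inducible HEK293 T-REx D1 cells, force-coupled to calcium signalling, were plated at 4000 cells/well with tetracycline and held overnight at 30 C. After no-wash calcium dye loading, compound-evoked calcium rise over 180 s flagged agonists.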
RXFP1 antagonist – blocks the human relaxin receptor RXFP1; HEK293-RXFP1, relaxin-stimulated cAMP HTRF, 30 min; stronger effect = lower value; Q9HBX9; activity change, negative = inhibition, % at 57.5 µM; actives 0.59% (n = 350,000); AID 1259400;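 active = activity change of -60% or lower, but not beyond a set lower limit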; also: % is scaled to controls: 0 for no effect and ±100 for the full control effect
D2 ag – activates the human D2 dopamine receptor | HEK293 T-REx D2 cells, calcium flux agonist mode | activation, % at 2 µM | actives 0.53% (n = 340,000) | AID 485358;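 active = activation over 3 SD above normal in the single-dose calcium agonist read, cut at about 30% in these data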; also: 0% is about no effect
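Agonism is scored from calcium flux in a force-coupled, inducible HEK293 cell line expressing D2, read kinetically for 180 s after compound addition against dopamine controls.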
* = called active by the depositor; · = no result given. Rule as the data show it, unless noted: active = activation above about 30%; inactive = the rest.

SMILES | D1 potentiator | TRHR enhancer | TRHR agonist | D2 antag | D1 antagonist | D2 potentiator | D1 agonist | RXFP1 antagonist | D2 ag
COc1ccc(Br)cc1C(=O)Nc1ccc(N2CCN(S(C)(=O)=O)CC2)cc1 | 1 | 6 | 0.0 | 7 | -7 | -6 | 4 | 4 | 2.9
O=C(NCc1ccccn1)c1ccc(NC(=O)c2ccco2)cc1 | 0 | -2 | 0.5 | · | -5 | · | 1 | -5 | ·
COc1ccc(-c2cn[nH]c2-c2ccc(OCC(=O)NN)cc2O)cc1OC | -8 | 5 | 0.6 | 7 | 1 | -11 | 2 | -14 | -0.6
CCCCN1C(=O)C(O)=C(C(C)=O)C1c1ccccc1[N+](=O)[O-] (configuration not stated) | 0 | -7 | 1.1 | 7 | 4 | 14 | 3 | 1 | -0.3
CCCn1c(=O)c(C(=O)Nc2c(C)n(C)n(-c3ccccc3)c2=O)c(O)c2ccccc21 | -8 | 3 | -0.6 | 6 | 35 | 9 | 4 | -1 | 0.4
O=C(NCCc1c[nH]c2ccccc12)C1CCN(S(=O)(=O)c2ccc(F)cc2)CC1 | -5 | -4 | -0.2 | 12 | 1 | -1 | 2 | -1 | 0.5
CN1CCN(Cc2c(O)ccc3cc(-c4ccccc4)c(=O)oc23)CC1 | -1 | 0 | 2.0 | · | -4 | 13 | 1 | -2 | 0.3
Clc1c(CSc2nc3ccccc3o2)nc2sccn12 | -2 | 0 | -0.8 | -16 | -14 | 7 | 2 | 5 | -0.1
Cc1ccccc1NC(=O)c1sc2nc3n(c(=O)c2c1C)CCC3 | -2 | -1 | 0.3 | · | 2 | 7 | 0 | -16 | -0.9
O=C(O)C1CCCN(S(=O)(=O)c2ccccc2[N+](=O)[O-])C1 (configuration not stated) | -7 | 0 | 0.2 | 8 | 20 | 6 | 1 | 9 | 0.6
N/C(=N/OS(=O)(=O)c1ccc([N+](=O)[O-])cc1)c1ccncc1 | -2 | -4 | 0.7 | -9 | -11 | 14 | 2 | -15 | -1.6
CC(=O)Nc1ccc(OS(=O)(=O)c2ccc(C)cc2C)cc1 | -7 | 8 | -0.6 | 3 | -12 | 9 | 3 | 7 | 0.1
COc1ccc(N(C)S(=O)(=O)c2cccc(C(=O)OCC(=O)NCc3ccccc3OC)c2)cc1 | -6 | -14 | 1.4 | · | -24 | · | 12 | -10 | ·
O=[N+]([O-])c1ccccc1S(=O)(=O)c1ccccc1[N+](=O)[O-] | 1 | 4 | -1.6 | -3 | -12 | 1 | 1 | 12 | -0.2
N#CC1(NC(=O)CSc2nncn2-c2ccccc2F)CCCC1 | 0 | 5 | 0.4 | -2 | -1 | 1 | -1 | -15 | 0.1
Cn1c(=O)n(C)c2cc(/C=N/n3cnnc3)ccc21 | -2 | -7 | 0.4 | 7 | 0 | -10 | 2 | 19 | -0.8
CON(c1nc(Cl)nc(N(C)C)n1)S(=O)(=O)c1ccc(C)cc1 | 2 | -3 | -0.8 | 2 | 11 | 2 | 2 | 1 | -0.8
COc1ccc(S(=O)(=O)CC(=O)Nc2ccccc2Cl)cc1 | 1 | 1 | -1.6 | 12 | -2 | 0 | 5 | 11 | -0.3
CN1CCN(CCC(=O)N/N=C/c2cc3c(cc2[N+](=O)[O-])OCO3)CC1 | 0 | 4 | -0.5 | 7 | 4 | -4 | 2 | 2 | 1.5
Cc1ccc2oc(=O)c3cnn(CC(=O)N4CCCCCC4)c3c2c1 | · | -3 | 0.0 | -1 | -7 | 23 | 2 | 5 | -0.5
Cc1c(C(=O)OCC(C)(C)CN(C)C)oc2ccccc12 | -7 | 2 | 0.6 | -3 | 9 | · | 0 | -3 | 0.2
Cc1cc(C(=O)N/N=C/c2c(C)[nH]c3ccccc23)n[nH]1 | 1 | 1 | -0.6 | -11 | -20 | 8 | 3 | -11 | -0.1
COc1ccc(N2CCN(CCCNC(=O)c3cnn(-c4ccc(F)cc4)c3-n3cccc3)CC2)cc1 | -1 | 1 | -0.7 | · | -17 | -9 | 41* | · | 0.2
CCN1C(=O)c2ccccc2Sc2ccc(NC(=O)Nc3cccc([N+](=O)[O-])c3C)cc21 | -4 | -1 | 0.6 | · | -12 | 6 | 5 | -6 | 1.6
O=C(C1CC(=O)N(c2ccc(Cl)cc2)C1)N1CCC(c2nc3ccccc3[nH]2)CC1 (configuration not stated) | 7 | -5 | -0.3 | -8 | -2 | -16 | 1 | -5 | -0.4
O=C(CSCc1ccco1)c1cccs1 | -3 | 5 | -0.3 | 0 | -10 | -4 | 1 | -15 | -0.8
COc1ccccc1N1CCN(Cc2cc(COC(C)C)c3cccnc3c2O)CC1 | -3 | 5 | -2.2 | · | -1 | 18 | 0 | -37 | -1.1
C/C(=N\Nc1ccc([N+](=O)[O-])cc1)c1ccc2c(c1)OCO2 | -3 | -3 | 12 | -9 | -38* | -6 | 38* | -5 | 3.9
COc1ccc(OCCn2ccnc2)cc1 | -4 | -3 | 0.0 | -2 | 7 | -10 | 0 | -2 | 0.3
CCOC(=O)c1c(C)[nH]c(C(=O)N2CCc3cc(OC)c(OC)cc3C2)c1C | -16 | 6 | -0.2 | 2 | -6 | -3 | 9 | -1 | -0.1
O=C(NCC1CCN(Cc2ccccc2Cl)CC1)c1cc2ccc3cccnc3c2[nH]1 | -7 | -5 | -0.5 | · | -15 | -13 | 3 | -38 | 0.2
COc1ccc(-c2cc(C(=O)NCCc3ccc(Cl)cc3)[nH]n2)cc1 | -1 | 2 | -0.2 | · | 1 | 6 | 0 | -2 | 0.3
Cc1ccc(OC(C)C)c(CN(CCO)CCO)c1 | -6 | 0 | 0.1 | -2 | 7 | -6 | 2 | -5 | 1.3
COc1ccc(/C=C2\CCCC3C2=NC(=S)NC3c2ccc(OC)cc2)cc1 (configuration not stated) | 2 | -2 | 0.2 | 12 | -12 | 5 | 3 | -1 | 1.1
O=C(CSc1nnnn1-c1ccc(O)cc1)Nc1ccc(N2CCOCC2)c(Cl)c1 | -5 | 3 | -1.0 | 25 | -8 | 20 | 7 | 6 | -0.4
Nn1cnc2c([nH]c3ccccc32)c1=O | 0 | -3 | -1.6 | -16 | -32* | 21 | 2 | 1 | -1.1
COc1ccc(NC(=O)c2ccccc2Cl)c(NC(=O)c2ccco2)c1 | 1 | 4 | 0.2 | -2 | 2 | -6 | 0 | 8 | -0.2
CCOc1ccc(C(=O)N2CCSC2=S)cc1 | -6 | 0 | 0.8 | · | -21 | 21 | 5 | 1 | ·
CC(=O)Nc1ccc(S(=O)(=O)Nc2nc3n(n2)C(c2ccccc2)CC(=O)N3)cc1 (configuration not stated) | -1 | 0 | 0.9 | 0 | -6 | 17 | 1 | -4 | -0.3
COC(=O)C1=C(C)N(c2cc(C)cc(C)c2)/C(=C/c2ccc(O)cc2)C1=O | -4 | -3 | 1.6 | -6 | -7 | -5 | 4 | -12 | 1.5
COc1ccc(C2c3sc(=O)[nH]c3SCC2C(N)=O)cc1 (configuration not stated) | -3 | 3 | 0.7 | 6 | 5 | -2 | 0 | 18 | 1.3
Clc1ccc(-n2nnnc2-c2cnc(-c3ccccn3)nc2-c2cccs2)cc1 | 4 | 2 | -0.3 | -1 | 4 | 6 | 1 | -12 | -0.5
O=C(CCCC(=O)N(CC(=O)NC1CCCC1)c1ccc(F)c(Cl)c1)Nc1ccccn1 | · | -4 | -0.6 | -10 | 12 | -2 | 6 | 0 | 0.4
CCc1ccc(C(=O)N/N=C/c2cccc3ccccc23)nc1 | 2 | 6 | 0.6 | -3 | 5 | -16 | 0 | -11 | 1.8
Cc1cccc(C(=O)NC2CCN(C(=O)N3CCOCC3)CC2)c1 | -4 | -1 | 0.2 | 0 | -10 | 8 | 4 | -6 | -0.8

4 of the compounds above, as comma-separated lines.
canonical_smiles,D1 potentiator,TRHR enhancer,TRHR agonist,D2 antag,D1 antagonist,D2 potentiator,D1 agonist,RXFP1 antagonist,D2 ag
COC(=O)C1=C(C)N(c2cc(C)cc(C)c2)/C(=C/c2ccc(O)cc2)C1=O,-4,-3,1.6,-6,-7,-5,4,-12,1.5
COc1ccc(C2c3sc(=O)[nH]c3SCC2C(N)=O)cc1 (configuration not stated),-3,3,0.7,6,5,-2,0,18,1.3
Clc1ccc(-n2nnnc2-c2cnc(-c3ccccn3)nc2-c2cccs2)cc1,4,2,-0.3,-1,4,6,1,-12,-0.5
O=C(CCCC(=O)N(CC(=O)NC1CCCC1)c1ccc(F)c(Cl)c1)Nc1ccccn1,·,-4,-0.6,-10,12,-2,6,0,0.4

Continued.
SMILES | D1 potentiator | TRHR enhancer | TRHR agonist | D2 antag | D1 antagonist | D2 potentiator | D1 agonist | RXFP1 antagonist | D2 ag
COc1ccc(-c2c(-c3ccccc3OC)sc3ccccc23)cc1OC | 0 | -2 | -0.1 | · | 6 | · | 1 | · | ·
CN(Cc1nccn1C)C(=O)c1ccc(OC2CCN(CCc3ccccc3)CC2)cc1 | 0 | 0 | 0.7 | -13 | -7 | 0 | 3 | -3 | -0.3
Cc1[nH]nc2c1C(c1cccs1)C1=C(CCCC1=O)N2 (configuration not stated) | -6 | -2 | 0.8 | 2 | -6 | 13 | -3 | -4 | 5.3
COc1ccc(C(=O)NC2CC3CCCC(C2)N3CC(C)C)cc1 (configuration not stated) | -12 | 2 | 1.1 | -15 | 5 | -3 | 4 | -11 | -0.3
NC(=O)CC[C@H](NC(=O)[C@H](Cc1ccccc1)n1c(=O)[nH]c2ccccc2c1=O)C(=O)N1CCC[C@H]1C(=O)O | 2 | -4 | 0.1 | 2 | 4 | 4 | 3 | · | -0.5
O=C(NN1C(=O)/C(=C\c2cccnc2)SC1=S)c1ccco1 | -6 | 21 | -1.0 | 12 | -1 | -5 | 1 | -1 | 13
COc1cccc(-c2nnc3sc(-c4ccc(C)cc4)nn23)c1 | -5 | 2 | 0.3 | 12 | -18 | 4 | 1 | · | 1.1
COc1ccc(C(=O)N2N=C(c3ccc(NS(C)(=O)=O)cc3)CC2c2cccs2)cc1 (configuration not stated) | -2 | 23 | 0.9 | 18 | -4 | -6 | 1 | -6 | -0.4
CCC(Sc1nc(N)c(NC(=O)c2ccco2)c(=O)[nH]1)C(=O)O (configuration not stated) | 1 | -3 | 1.0 | -5 | 6 | 7 | 2 | -4 | -0.4
COc1ccccc1OCCCCN1CCN(c2ccccc2OC)CC1 | 0 | 1 | -2.8 | 4 | -15 | 7 | 11 | -4 | 0.9
CNC(=O)NC(=O)COC(=O)/C=C/c1cccc(Br)c1 | -1 | -5 | -4.6 | -13 | -8 | -13 | 5 | 3 | -0.8
CC1(C)C(=O)Nc2ccccc2N1C(=O)COC(=O)CSc1ccc(Cl)cc1 | -9 | 1 | -0.8 | -11 | -20 | 17 | 3 | 6 | -2.8
Cc1cc(S(=O)(=O)N2CCOCC2)ccc1OCC(=O)Nc1cccc(F)c1 | -8 | 3 | -1.5 | -39 | -20 | -3 | 19 | -2 | -0.3
COc1ccc(N2CCN(C(=O)Cc3cccs3)CC2)cc1 | 1 | 0 | -0.5 | -12 | 10 | 18 | -3 | 4 | -1.4
O=C(N/N=C/c1cccc(NC(=O)c2ccc(Cl)cc2)c1)c1cccc(O)c1 | -3 | 1 | 0.4 | -3 | 1 | -9 | 2 | -6 | 2.1
